# Source: PubChem BioAssay (several laboratories)
# RTF Ca sens act – cardiac RTF calcium sensitization; 340,000 compounds, 0.24% hits; P19429+P45379; IANBD-labeled TnC RTF fluorescence at EC20 calcium; 0% EC20 calcium, 100% full calcium; activation, % at 7.2 µM;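 active means activation above the mean over all tested compounds plus 3 SD, cut at about 30% in these data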;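 further: rise in fluorescence read as greater calcium sensitivity of cardiac thin filaments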
# Keap1-Nrf2 PPI – inhibitors of human Keap1-Nrf2 protein-protein interaction. 340,000 compounds, 0.15% hits. inhibition, % at 9.4 µM. Keap1 Kelch-Nrf2 peptide fluorescence polarization, 1536-well. AID 504523; in the data active means inhibition above about 12%;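 further: human Keap1 Kelch domain with fluorescein labeled Nrf2 9mer peptide probe; 0% = neutral control wells and 100% = peptide positive control; higher means more block of Keap1 binding to Nrf2 peptide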
# Target sequence (Q14145 whole entry, looked up, the tested form may be a part): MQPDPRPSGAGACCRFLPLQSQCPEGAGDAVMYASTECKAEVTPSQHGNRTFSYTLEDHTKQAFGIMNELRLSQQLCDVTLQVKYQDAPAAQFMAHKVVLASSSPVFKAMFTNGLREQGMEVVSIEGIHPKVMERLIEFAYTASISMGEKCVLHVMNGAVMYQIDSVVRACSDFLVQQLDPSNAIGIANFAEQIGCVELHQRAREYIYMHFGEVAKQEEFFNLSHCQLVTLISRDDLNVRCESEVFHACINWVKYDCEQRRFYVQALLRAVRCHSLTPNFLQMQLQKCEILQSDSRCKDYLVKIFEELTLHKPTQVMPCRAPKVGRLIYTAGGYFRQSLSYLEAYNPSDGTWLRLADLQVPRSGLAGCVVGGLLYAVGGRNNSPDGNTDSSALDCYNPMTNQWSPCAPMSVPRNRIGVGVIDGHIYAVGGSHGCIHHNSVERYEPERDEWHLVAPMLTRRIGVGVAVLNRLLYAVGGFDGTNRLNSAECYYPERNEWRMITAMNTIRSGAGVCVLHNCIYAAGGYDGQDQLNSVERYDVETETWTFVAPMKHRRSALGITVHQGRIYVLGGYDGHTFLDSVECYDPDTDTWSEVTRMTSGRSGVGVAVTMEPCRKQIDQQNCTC
# CAL PDZ FP – inhibitors of human CAL PDZ peptide binding. inhibition, % at 24.9 µM. purified CAL PDZ, TMR-peptide fluorescence polarization, 1 h. 300,000 compounds, 0.92% hits. AID 602252;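 active means mean inhibition of at least 30% with at least half of replicates also reaching 30%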;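 further: 0% = DMSO neutral control and 100% = excess unlabeled competitor peptide PRC23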
# LANA DNA inh – inhibitors of KSHV LANA C-terminal domain DNA binding | MBP-C-LANA/FAM-LBS DNA binding, fluorescence polarization | inhibition, % at 9 µM | 340,000 compounds, 0.078% hits;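 active means highest replicate inhibition at or above 60% at 9 µM, even if other replicates fall short; inactive means all replicates below 60% inhibition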;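 further: 0% = neutral control wells and 100% = 4 µM acridine orange control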
# OPRM1-OPRD1 ag – agonists of human mu-delta opioid receptor heterodimerization; activation, % at 9.3 µM; 340,000 compounds, 0.3% hits; P35372+P41143; cells, OPRM1-OPRD1 heterodimerization, luminescence; in the data active means activation above about 18%;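 further: 0% = vehicle-treated cells and 100% = reference agonist; values of inactives mirror those of a sister screen read the other way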
# Cardiac RTF inh – cardiac RTF calcium desensitization; P19429+P45379; IANBD-labeled cardiac RTF, Ca2+ fluorescence; inhibition, % at 7.15 µM; 340,000 compounds, 0.12% hits;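 active means inhibition above the mean inhibition of all tested compounds plus 3 SD, cut at about 17% in these data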;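 further: assay run at fixed EC70 calcium of 1.6 mM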
# OPRM1-OPRD1 inv – inverse agonists of human mu-delta opioid receptor heterodimerization | AID 504357 | 340,000 compounds, 0.21% hits | P35372+P41143 | inhibition, % at 9.3 µM | cell-based MOR-DOR heterodimer luminescence, inverse agonism; in the data active means inhibition above about 22%, passing the limit was not always enough;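 further: 0% = cells with DMSO and 100% = wells without cells with DMSO; values of inactives mirror those of a sister screen read the other way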
# V-ATPase pHluor – alters yeast V-ATPase proton transport; 350,000 compounds, 0.37% hits; response, % at 10 µM; S. cerevisiae, pHLuorin cytosolic pH fluorescence; in the data active means response mostly above about 7.3%, no sharp cut-off; inactive means mostly below about 5.4%; further: actives read high; inactives centre near 0; some compounds called inactive have numbers as strong as hits; reference of the scale not given here
# HTR5A ag – counter-screen for OPRM1-OPRD1 agonists: human HTR5A agonism | P47898 | HTR5A agonist assay, luminescence, cell-based | activation, % at 9.3 µM | 340,000 compounds, 0.61% hits | AID 504692; in the data active means activation mostly above about 9.5%, no sharp cut-off; inactive means mostly below about 7.6%;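 further: 0% = cells with vehicle only and 100% = reference agonist; strong numbers were not always called active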
# Target sequence (P47898 whole entry, looked up): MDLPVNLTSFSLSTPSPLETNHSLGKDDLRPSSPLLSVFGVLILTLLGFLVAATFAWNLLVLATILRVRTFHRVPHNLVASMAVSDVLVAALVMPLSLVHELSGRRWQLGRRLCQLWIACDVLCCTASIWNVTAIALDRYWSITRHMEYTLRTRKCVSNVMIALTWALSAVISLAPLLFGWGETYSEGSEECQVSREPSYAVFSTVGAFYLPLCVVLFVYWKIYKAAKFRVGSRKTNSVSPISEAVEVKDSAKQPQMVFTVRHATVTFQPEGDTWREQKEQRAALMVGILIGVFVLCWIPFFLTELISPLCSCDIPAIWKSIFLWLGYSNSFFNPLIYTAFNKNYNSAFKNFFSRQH
# HTR5A inv ctr – inverse agonist of human HTR5A in OPRM1-OPRD1 counter-screen. HTR5A cell line, luminescence, inverse agonism. inhibition, % at 9.3 µM. 340,000 compounds, 0.083% hits. AID 504634; in the data active means inhibition mostly above about 23%, no sharp cut-off; inactive means mostly below about 18%;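 further: 0% = cells with DMSO and 100% = no-cell wells with DMSO; some compounds called inactive have numbers as strong as hits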
# * hit, by the source's call; x = not tested or not shown.
# The line under a structure holds: HTR5A ag	RTF Ca sens act	OPRM1-OPRD1 ag	V-ATPase pHluor	CAL PDZ FP	Keap1-Nrf2 PPI	Cardiac RTF inh	LANA DNA inh	OPRM1-OPRD1 inv	HTR5A inv ctr
1	COc1ccc(Cl)cc1S(=O)(=O)NC(C)C(=O)NCCCn1ccnc1 (stereo not drawn)
  2	-6	-2.4	-4	-6	-1	-18	-1.6	13	-6
2	COc1ccc(Nc2nc3ccccc3nc2NS(=O)(=O)c2cccs2)cc1
  0	-4	-2.3	-3	48*	4	-1	14	11	1
3	COc1ccc(Cc2n[nH]c(=S)n2-c2ccc3c(c2)OCCO3)cc1
  6	4	0.9	2	x	-2	-13	-1.2	-5	4
4	O=C(NCC1CCCO1)C1CC(=O)N(C2CCCCCC2)C1 (stereo not drawn)
  3	-2	-1.3	-5	-1	0	3	-1.7	8	-6
5	COc1ccc(-c2nnc(-c3ccccc3)o2)cc1OC
  0	5	-0.5	-1	-6	-7	-9	0.3	3	2
6	CCc1nnc(NC(=O)CSc2nnc(-c3ccccc3O)n2CC)s1
  0	-3	-1.7	-3	-2	-3	-3	0.4	9	8
7	Cc1nnc(SCC2=C(C(=O)O)N3C(=O)C(NC(=O)Cn4nc(C(F)F)cc4C)C3SC2)s1 (stereo not drawn)
  0	-1	-2.2	0	-3	-6	0	2.1	11	17
8	CCOC(=O)c1c(C)[nH]c(C(=O)COC(=O)/C=C/c2ccc(O)c(OC)c2)c1C
  3	1	2.0	-1	-1	-1	9	1.0	-10	-21
9	O=C(OC1CCOC1=O)c1ccc(NS(=O)(=O)c2cccs2)cc1 (stereo not drawn)
  5	8	-2.5	-1	3	0	0	0.1	12	-37
10	CC(CCc1ccccn1)C(=O)C(C)CCc1ccccn1 (stereo not drawn)
  -1	-4	-2.1	1	81*	2	5	1.0	11	3
11	Cc1c(Nc2nc(-c3ccccc3)cs2)c(=O)n(-c2ccccc2)n1C
  0	3	-3.5	1	9	-2	7	0.0	18	13
12	Nc1c(NCCN2CCCCC2)c2ccccc2oc1=O
  -2	0	53*	7	-3	-3	-12	0.3	-278	4
13	COc1cc2c(cc1OC)C(c1cc(Br)ccc1F)N(C(=O)CCl)CC2 (stereo not drawn)
  -2	-3	-3.5	0	-8	-1	0	-1.0	18	6
14	COCCNC(=S)N(CCc1c(C)[nH]c2ccc(F)cc12)Cc1ccc(C)cc1
  5	0	3.6	3	-2	-3	-9	-0.2	-18	-18
15	COc1cc(C)c(Cl)cc1S(=O)(=O)n1ccnc1
  3	-4	-3.3	2	x	3	9	-0.7	16	-9
16	CCOC(=O)C1CCN(C(=O)CC(C)c2ccccc2)CC1 (stereo not drawn)
  4	-4	-1.3	2	0	3	11	1.6	8	-22
17	Cc1cc(=O)oc2c1c(C)nn2-c1ccc(Cl)cc1
  0	-5	-1.9	2	-5	-2	-4	-1.1	11	0
18	CCC(=O)c1ccc(OCC(=O)OC(C)C(=O)NCc2ccc3c(c2)OCO3)cc1 (stereo not drawn)
  3	-4	1.5	-4	-2	-5	3	2.0	-8	-8
19	O=C(Nc1ccc(O)cc1)c1cc2ccccc2c(=O)s1
  -1	7	0.8	3	1	4	-5	0.1	-4	-15
20	CC(O)c1ccc2c(c1)OCCOCCN(C)CCOCCO2 (stereo not drawn)
  0	-3	-2.0	2	-2	-3	-1	1.2	12	0
21	Cc1ccnc(NS(=O)(=O)c2ccc(NC(=O)C3CCCO3)cc2)n1 (stereo not drawn)
  0	-1	-1.7	0	1	5	-4	2.0	10	-1
22	O=C(COC(=O)/C=C/c1ccc(C(F)(F)F)cc1)NCC1CCCCC1
  2	-2	-1.0	-1	x	-1	-4	0.2	5	1
23	C=C(C)CN(CC)C(=O)CC1C(=O)NCCN1CC(C)(C)C (stereo not drawn)
  -1	-3	-1.8	1	-1	2	-14	3.0	9	-12
24	Cc1[nH]c2ccc(C(=O)OCC(=O)Nc3cccc(S(N)(=O)=O)c3)cc2c1C
  4	-1	0.4	-1	-1	-4	-1	-1.1	-2	-10
25	Cc1nn(CC(O)CN2c3ccccc3Sc3ccccc32)c(C)c1Br (stereo not drawn)
  -3	1	0.3	1	0	3	-13	-1.5	-1	6
26	COc1ccc(N2C(=O)CC(N3CCN(c4ccc(S(=O)(=O)N5CCCC5)cc4)CC3)C2=O)cc1 (stereo not drawn)
  -1	-1	-0.4	-2	-1	1	-10	0.7	2	-15
27	Cn1c(=O)c(=O)n(C)c2cc(S(=O)(=O)N3CC(=O)N(CCc4ccccc4)C(=O)C3)ccc21
  1	-1	-3.2	5	5	0	-7	-1.3	16	1
28	O=C(c1cc2cc(Cl)ccc2o1)N1CCCCCC1
  3	8	0.6	0	1	-6	-8	-0.7	-4	-20
29	S=C(NCCc1ccccn1)Nc1cc(Cl)cc(Cl)c1
  1	-8	2.8	-2	-6	2	3	0.3	-14	10
30	COC(=O)Cn1c2ccccc2c2nc(=O)cc(C)n21
  -3	3	-1.5	6	2	-4	7	1.3	8	8
31	CC(CSc1nnnn1-c1ccccc1)Cn1c(N2CCCC2)nc2c1c(=O)[nH]c(=O)n2C (stereo not drawn)
  3	5	-1.6	-1	-2	-1	5	0.7	9	-17
32	CC(=O)N1c2ccc(S(=O)(=O)NCC3CCC(C(=O)Nc4cc(C)ccn4)CC3)cc2CC1C (stereo not drawn)
  2	-8	-2.4	-1	-4	-5	-1	-0.9	12	-8
33	COc1ccccc1NC(=O)CSc1nccn1Cc1ccc(F)cc1
  1	1	-3.1	-2	1	-3	-6	-0.9	18	-4
34	COc1ccc(C(=O)NC(CC(C)C)C(=O)O)cc1OC (stereo not drawn)
  2	0	-3.0	-3	-5	-1	-8	0.5	15	-5
35	Cc1cccc2sc(NNC(=O)C3=COCCO3)nc12
  6	4	-0.4	0	x	-2	-3	-0.4	2	-13
36	O=C(NC1CCCC1)c1cc2c(ccc3ccccc32)o1
  -10	2	0.2	1	-1	5	-7	0.1	-1	22
37	CN(C(=O)Cn1cc(C#N)c2ccccc21)c1ccccc1
  3	-3	-3.0	-1	2	3	-15	0.2	15	30
38	O=C(CSc1ncnc2c1cnn2CCc1ccccc1)Nc1cccc(C(F)(F)F)c1
  -2	-3	8.5	1	-1	-6	-1	0.4	-49	9
39	CC(C)Oc1ccc(CCC(=O)NNC(=S)Nc2ccccc2)cc1
  3	9	-0.8	10	-11	-3	-28	1.6	4	0
40	COc1ccc(-c2noc(CCC(=O)N3CCN(c4ccc(Cl)cc4)CC3)n2)cc1
  -1	-4	-2.8	-1	2	-7	-1	0.8	14	3
41	COc1ccc(N2CCN(Cc3nc4ccccc4c(=O)[nH]3)CC2)cc1
  3	-8	-2.1	2	3	-3	0	-0.3	12	16
42	Cc1ccc(-c2cc(C(=O)OCC(=O)Nc3cc(C)on3)c3ccccc3n2)c(C)c1
  2	3	5.5	5	-13	-2	-8	-1.2	-31	-13
43	Cc1ccnc(NC(=O)CCC(=O)N(CC(=O)NC2CCCCC2)c2cccc(C)c2C)c1
  2	-4	-5.1	2	x	-5	2	-0.1	22	-3
44	O=C(COc1ccccc1Cl)Nc1ccc(C(=O)N2CCCCC2)cc1
  1	-4	0.4	1	-7	4	1	1.6	-2	-3
45	Nc1ccc(N=Nc2ccc(O)cc2)c(N)n1
  -1	1	-1.3	4	-6	-12	-1	-16	6	3
46	Nn1c(SCc2cccc(C(F)(F)F)c2)nnc1-c1ccco1
  2	1	-4.2	-3	-1	-1	-1	0.7	18	-5
47	CSc1ccccc1NC(=O)CN(c1ccccc1)S(=O)(=O)N(C)C
  2	-1	-0.9	-1	1	-5	-4	-1.0	5	0
48	CC(C)(C)OCC(O)CN1CCN(C(=O)c2ccccc2)CC1 (stereo not drawn)
  1	6	-1.0	4	1	-4	-5	2.2	4	3
49	C#CCN1C=CC(=O)[C@@H](OC(=O)Nc2ccc(Cl)cc2)[C@H]1c1ccccc1Br
  -3	-7	-1.0	0	-3	-8	-8	2.0	5	11
50	Cc1ccc(-n2nc3ccc(N)cc3n2)cc1C
  8	2	-0.4	1	x	10	-10	x	2	-14
51	CCOC(=O)C1=NNC(C(=O)c2ccc(C)cc2)C1c1ccc(C)cc1 (stereo not drawn)
  3	6	2.9	2	0	-2	-1	3.1	-15	-11
52	CN1C(=S)N(c2ccccc2)C(=O)/C1=C/c1ccco1
  4	-4	2.3	0	-2	-1	-3	0.1	-13	5
53	C=CCn1c(C)cc(C(=O)CSc2ccc(NC(C)=O)cc2)c1C
  2	1	-1.1	-3	3	1	-13	2.7	6	-9
54	Cn1c(=O)c(/C=C/c2ccc(F)cc2)nc2ccccc21
  -1	-1	-2.1	-3	-7	-3	-5	8.3	10	2
55	COC(=O)c1sc(NC(=O)CSc2nnnn2-c2cccc(OC)c2)nc1C
  -2	-4	-1.9	5	x	-3	0	0.3	10	7
56	COc1ccc2oc(C(=O)N(C)CCOc3ccccc3)c(C)c2c1
  -1	-1	1.3	0	-3	3	-6	-1.4	-7	8
57	O=C(CC1=NC2(CCCC2)Cc2ccccc21)N1CCOCC1
  4	-2	-2.9	2	0	-13	5	-0.1	17	18
58	CCOC(=O)c1cnn(CCOC(=O)c2ccc(OC)cc2)c1NC(=O)c1ccc(OC)cc1
  6	-14	-3.1	-1	3	-3	-4	-1.3	16	7
59	C=CCN=C(NC#N)SCC(=O)NC(C)(C)C
  17*	-1	-1.7	-1	-1	0	-12	0.6	7	-43
60	O=C(c1ccc(Oc2ccc([N+](=O)[O-])cc2)cc1)N1CCCCCC1
  8	0	1.0	7	x	-1	0	0.1	-5	3

# Next compounds follow:
# The line under a structure holds: HTR5A ag	RTF Ca sens act	OPRM1-OPRD1 ag	V-ATPase pHluor	CAL PDZ FP	Keap1-Nrf2 PPI	Cardiac RTF inh	LANA DNA inh	OPRM1-OPRD1 inv	HTR5A inv ctr
61	Nc1ccc2c(c1)C(=NO)c1ccccc1-2
  1	-5	2.0	-1	4	-1	3	-0.6	-10	-2
62	COc1ccc(C(=O)N/C(=C\c2cccs2)C(=O)N2CCN(C)CC2)cc1OC
  -5	-6	-0.7	0	-3	-2	-19	0.4	3	-32
63	CC1(C)CC2(CC(c3cccs3)c3cc(Cl)c(O)cc3O2)NC(=S)N1 (stereo not drawn)
  0	-3	-2.6	-5	-4	3	-4	2.1	13	0
64	O=[N+]([O-])c1ccc(C2=NCCO2)cc1
  -1	6	-1.6	-2	-4	-4	-9	1.9	8	3
65	Cc1nc(SCC(=O)Nc2ccccc2)c2oc3ccccc3c2n1
  4	5	-2.2	-1	1	-1	-5	1.5	12	-11
66	O=C(Oc1ccccc1N1CCOCC1)c1sccc1Br
  2	-1	-0.4	3	-3	-2	0	-0.5	2	-30
67	CC1CN(C(=O)Cc2ccc(-c3ccccc3)cc2)CC(C)O1 (stereo not drawn)
  0	0	-0.6	0	x	2	-9	-0.4	3	4
68	Cc1ccc(C(c2nnnn2CCc2ccccc2)N2CCSCC2)cc1 (stereo not drawn)
  5	-1	0.7	4	4	3	1	0.8	-4	-10
69	CCc1ccc(N2CC(C(=O)NCC(C)(C)N3CCOCC3)CC2=O)cc1 (stereo not drawn)
  -3	-1	-3.0	1	-2	2	-5	-0.1	12	-5
